# Screening results (PubChem)
# FAS TE block: blocks the thioesterase domain of human fatty acid synthase. P49327. recombinant FAS-TE, OMFH fluorogenic substrate, fluorescence endpoint. inhibition, % at 15 µM. actives 0.67% (n = 360,000);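 active means compounds whose normalised, plate-corrected inhibition of enzyme fluorescence in the single-dose primary screen is 50% or more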;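 further: 0% = DMSO with enzyme and 100% = substrate without enzyme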
# Target sequence (P49327 whole entry, looked up, the tested form may be a part): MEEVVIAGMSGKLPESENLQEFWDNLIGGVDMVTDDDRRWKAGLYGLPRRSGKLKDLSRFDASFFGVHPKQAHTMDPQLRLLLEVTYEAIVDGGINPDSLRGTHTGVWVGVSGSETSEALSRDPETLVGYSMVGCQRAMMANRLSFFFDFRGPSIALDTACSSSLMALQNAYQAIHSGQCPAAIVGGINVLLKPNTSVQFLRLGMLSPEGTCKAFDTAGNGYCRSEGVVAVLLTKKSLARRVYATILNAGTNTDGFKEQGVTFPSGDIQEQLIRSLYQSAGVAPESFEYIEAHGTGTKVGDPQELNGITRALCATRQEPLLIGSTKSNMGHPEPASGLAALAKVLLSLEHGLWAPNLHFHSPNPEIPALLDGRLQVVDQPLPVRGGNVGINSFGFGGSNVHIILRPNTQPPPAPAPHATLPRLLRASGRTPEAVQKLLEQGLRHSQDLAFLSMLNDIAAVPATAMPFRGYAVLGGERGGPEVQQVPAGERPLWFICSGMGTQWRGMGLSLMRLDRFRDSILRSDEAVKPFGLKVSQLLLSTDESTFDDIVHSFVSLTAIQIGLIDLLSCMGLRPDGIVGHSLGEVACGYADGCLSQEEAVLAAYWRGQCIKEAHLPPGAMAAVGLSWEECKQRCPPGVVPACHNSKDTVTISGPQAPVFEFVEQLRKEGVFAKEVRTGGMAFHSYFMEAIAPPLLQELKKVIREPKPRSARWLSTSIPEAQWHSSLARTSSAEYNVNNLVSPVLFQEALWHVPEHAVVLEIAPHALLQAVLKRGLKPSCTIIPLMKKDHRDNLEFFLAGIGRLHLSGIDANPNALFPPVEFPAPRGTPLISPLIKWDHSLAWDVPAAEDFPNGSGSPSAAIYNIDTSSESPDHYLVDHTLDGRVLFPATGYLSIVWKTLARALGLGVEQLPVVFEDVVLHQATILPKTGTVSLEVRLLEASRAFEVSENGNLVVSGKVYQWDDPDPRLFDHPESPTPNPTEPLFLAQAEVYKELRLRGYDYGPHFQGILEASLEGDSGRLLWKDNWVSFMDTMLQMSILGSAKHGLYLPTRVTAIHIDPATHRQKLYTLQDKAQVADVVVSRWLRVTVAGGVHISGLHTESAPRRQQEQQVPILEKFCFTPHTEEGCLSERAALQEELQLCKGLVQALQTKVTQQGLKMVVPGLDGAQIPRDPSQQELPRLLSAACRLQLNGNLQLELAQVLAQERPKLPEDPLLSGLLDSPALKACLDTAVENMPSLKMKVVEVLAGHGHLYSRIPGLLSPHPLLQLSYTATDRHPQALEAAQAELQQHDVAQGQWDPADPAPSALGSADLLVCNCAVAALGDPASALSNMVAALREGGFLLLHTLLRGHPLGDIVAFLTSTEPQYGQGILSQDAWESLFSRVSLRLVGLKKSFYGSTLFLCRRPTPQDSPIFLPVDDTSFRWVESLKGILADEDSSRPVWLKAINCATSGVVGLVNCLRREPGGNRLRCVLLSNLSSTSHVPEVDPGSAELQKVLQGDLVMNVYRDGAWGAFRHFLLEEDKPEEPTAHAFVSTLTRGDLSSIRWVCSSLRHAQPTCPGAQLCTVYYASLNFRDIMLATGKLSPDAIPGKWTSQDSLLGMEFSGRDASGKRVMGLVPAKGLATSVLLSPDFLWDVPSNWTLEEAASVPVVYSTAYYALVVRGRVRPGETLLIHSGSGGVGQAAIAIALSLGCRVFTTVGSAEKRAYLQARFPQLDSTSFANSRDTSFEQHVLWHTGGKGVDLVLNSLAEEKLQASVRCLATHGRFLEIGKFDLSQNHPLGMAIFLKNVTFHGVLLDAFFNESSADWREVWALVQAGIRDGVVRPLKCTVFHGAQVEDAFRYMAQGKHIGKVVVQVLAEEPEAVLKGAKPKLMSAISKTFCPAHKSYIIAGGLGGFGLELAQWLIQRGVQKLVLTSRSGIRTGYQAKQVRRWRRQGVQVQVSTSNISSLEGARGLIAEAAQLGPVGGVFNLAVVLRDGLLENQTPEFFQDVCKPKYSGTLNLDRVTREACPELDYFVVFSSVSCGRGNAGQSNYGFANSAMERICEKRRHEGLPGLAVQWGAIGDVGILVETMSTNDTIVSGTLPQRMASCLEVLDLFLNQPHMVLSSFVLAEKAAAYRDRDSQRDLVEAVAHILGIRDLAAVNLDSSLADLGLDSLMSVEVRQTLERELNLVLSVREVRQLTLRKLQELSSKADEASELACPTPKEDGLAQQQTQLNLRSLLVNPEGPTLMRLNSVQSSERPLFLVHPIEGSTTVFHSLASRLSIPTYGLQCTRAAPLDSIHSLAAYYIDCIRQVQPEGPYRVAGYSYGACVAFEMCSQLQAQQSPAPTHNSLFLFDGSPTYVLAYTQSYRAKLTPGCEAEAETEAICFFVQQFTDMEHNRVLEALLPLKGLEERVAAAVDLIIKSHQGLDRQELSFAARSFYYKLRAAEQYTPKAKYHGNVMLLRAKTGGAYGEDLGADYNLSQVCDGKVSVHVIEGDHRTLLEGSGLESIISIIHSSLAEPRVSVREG
# MsrA act: activators of bovine methionine sulfoxide reductase A | actives 0.3% (n = 360,000) | activation, % at 10.6 µM | purified bovine MsrA, absorbance read-out; in the data active means activation above about 7.5%;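 further: 0% = vehicle and 100% = reference activator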
# Rin1-Abl PPI inh: inhibitors of human Rin1-Abl protein interaction. TR-FRET Rin1/Abl binding, biochemical. inhibition, % at 7.35 µM. actives 0.4% (n = 360,000). AID 588664; in the data active means inhibition above about 5%, passing the limit was not always enough
# Rpn11 inh: inhibitors of human proteasome Rpn11; calls only at 20 µM; actives 0.59% (n = 360,000); human 26S proteasome, Ub4-pepOG fluorescence polarization; 20S core pre-blocked with epoxomicin;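 active means inhibition at 20 µM, scaled to each plate's controls, above about 33%, limit read from the data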
# PABP1 MLLE inh: inhibitors of microRNA-mediated deadenylation, human PABP1 MLLE binding | P11940 | GST-MLLE / FITC-PAM2 fluorescence polarization | inhibition, % at 20 µM | actives 0.36% (n = 360,000); in the data active means inhibition above about 35%, passing the limit was not always enough;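 further: plate controls were DMSO wells with GST-MLLE for no effect and wells lacking GST-MLLE protein for full effect; some results filed as inactive read as strong as hits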
# CSN deneddyl inh: inhibitors of human CSN-mediated cullin deneddylation | Q92905 | AID 651999 | actives 0.38% (n = 360,000) | inhibition, % at 12.5 µM | Purified CSN, SCF-Nedd8-OG deneddylation, fluorescence polarization;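 active means pattern-corrected inhibition above about 35%, with an unprinted fluorescence ratio check between 0.5 and 1.5, limit read from the data, passing the limit was not always enough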;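 further: 0% = enzyme with substrate and 100% = substrate without enzyme; some results filed as inactive read as strong as hits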
#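 Assay system: HEK293T-derived human Csn5 enzyme; quantity: 0.24 nM enzyme; medium: Tris/NaCl/DTT buffer, pH 7.5; also added: substrate SCFSkp2-Nedd8OG, 10 nM; doses: 12.5 µM compound; schedule: 90 min reaction at room temperature; signal: FP; read-out: % inhibition of substrate cleavage by Csn5; benchmarks: substrate-only high control, full reaction low control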
# MsrA inh: bovine MsrA inhibition; purified bovine MsrA, absorbance read-out; inhibition, % at 15.5 µM; actives 0.75% (n = 360,000); AID 651718; in the data active means inhibition above about 4.5%;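 further: 0% = vehicle wells with enzyme and 100% = reference inhibitor wells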
# MT1-MMP act inh: MT1-MMP (human) activation inhibition; GFP/RFP ratio change, % at 20 µM; HT1080 RFP-PRO-GFP cells, GFP/RFP ratio fluorescence, overnight; percent of plate control window, DMSO zero; P50281; actives 0.061% (n = 360,000); AID 651647;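 active means GFP/RFP ratio change of at least 30% with cell ATP level not reduced by more than half and red fluorescence within 50% of control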; further: strong numbers were not always called active
#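 Assay system: HT1080 RFP-PRO-GFP cells | Dosing: 20 µM single dose, 1% DMSO | Incubation: Cells overnight before dosing, compound overnight, 37 °C, 5% CO2 | Evaluation: GFP/RFP fluorescence ratio | Control set: DMSO-only wells and HT1080 RFP-L50D-GFP cell wells as references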
# E coli Lon inh: inhibits E. coli Lon protease | actives 0.42% (n = 360,000) | AID 602123 | inhibition, % at 7.94 µM | purified E. coli Lon protease, fluorescence polarization | P0A9M0; in the data active means inhibition above about 13%, passing the limit was not always enough;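 further: 0% = enzyme with probe and DMSO and 100% = no enzyme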
# Starred values were filed as active, the others as inactive; i = inactive; . = no result given; + = active, no number. Outcome played no part in choosing rows; about 3.7% have a hit in one of these screens.
Molecule	MsrA act	FAS TE block	MsrA inh	E coli Lon inh	Rin1-Abl PPI inh	Rpn11 inh	CSN deneddyl inh	MT1-MMP act inh	PABP1 MLLE inh
Clc1cccc(-c2nc3c4ccccc4ccn3c2Cc2ccsc2)c1	-9	18	0.0	3	2	i	1	-2	-13
CC(C)NCC(O)COc1ccc(COCCOC(C)C)cc1 (centres undefined)	-1	.	3.9	5	0	i	-1	2	7
COc1ccc(OCC(=O)NNC(=O)C(=O)Nc2cc(OC)ccc2OC)cc1	-5	-8	0.7	-3	3	i	0	2	1
O=C(NN1CCCCC1)NN1CCCCC1	-4	0	2.5	1	2	i	-2	1	-16
CCCN1CCC(C(=O)NC(c2ccc(Cl)cc2)c2ccsc2)CC1 (centres undefined)	-4	-9	-0.6	-19	-1	i	5	1	6
O=C(O)c1cncc(C#CCC2CCCCC2)c1	-4	-7	-1.2	-2	1	i	9	-2	10
CCC/C(O)=C1\C(=O)CC(C)(C)CC1=Nc1ccc(OC)cc1	-6	6	-0.1	7	0	i	1	-1	8
Cc1ccc(SCc2ccc(C(=O)Nc3ccccc3Br)cc2)cc1	-3	43	0.4	7	1	i	1	0	-19
Cc1ccc(NC2c3ncccc3C(=O)N2Cc2ccco2)c(C)c1 (centres undefined)	-3	-3	0.2	8	-3	i	-3	0	0
Cc1ccc(Nc2nc(-c3sc(NC(=O)c4ccco4)nc3C)cs2)cc1	-3	7	2.2	-21	2	i	9	4	-31
Cc1cccc2sc(NNC(=O)c3ccc4c(c3)OCCO4)nc12	-7	6	-0.6	0	1	i	0	2	-135
O=[N+]([O-])c1ccc(Cl)c(S(=O)(=O)Nc2cccc(-c3ccc(N4CCCC4)nn3)c2)c1	-3	58*	3.1	0	-2	i	8	-2	8
COc1ccc(N(CC(=O)NCCSc2ccccn2)S(C)(=O)=O)cc1	-2	-6	0.5	-8	-1	i	-7	4	-11
CCCCOc1ccc(Cl)cc1Nc1nc(NCCO)nc(N2CCCC2)n1	-2	15	0.5	-3	3	i	1	4	2
CCOc1ccc(NC2=C(OC)C(=O)c3ccccc3C2=O)cc1	-2	12	1.2	-8	1	i	0	13	20
Cc1ccccc1OCC(=O)N1CCc2ccccc2C1	-3	1	-0.2	-8	0	i	2	0	12
CCCCNC(=O)CSc1nccn1Cc1ccccc1	-1	-8	-0.4	2	-3	i	-3	-4	10
C/C(=N\Nc1nc(N)cc(Cl)n1)c1cccc(N)c1	-4	-10	2.3	-4	0	i	-3	2	-7
C[C@H](NS(=O)(=O)c1ccc2c(c1)OCCCO2)C(=O)N1CCN(Cc2ccccc2)CC1	-2	-7	-1.0	-4	0	i	4	3	14
CNC(=O)CSc1nnc(-c2ccco2)n1-c1ccc(C)cc1	-1	-6	0.7	-3	1	i	3	-3	4
Cc1csc(NC(=O)CSc2ccccc2F)n1	-15	-6	0.0	-12	4	i	3	-8	-6
O=C(Nc1ccc2c(c1)OCO2)c1cccc(S(=O)(=O)N2CCOCC2)c1	-9	-5	0.1	-10	0	i	-1	-1	-3
Cc1cc(Br)c(S(=O)(=O)NCc2ccncc2)cc1C	-4	-5	-1.0	1	4	i	4	6	1
CCCCN1C(=O)C(CC(=O)NC2CCCC2)CC(C(=O)N(CC)CC)=C1C (centres undefined)	-10	-8	0.3	-9	-3	i	2	1	1
CCS(=O)(=O)N1CCC(C(=O)OCC(=O)c2ccc(Br)cc2)CC1	-3	-2	1.8	-8	0	i	2	4	3
C/C(=N\NC(=O)COc1ccc(C(C)(C)C)cc1)c1ccccc1	-4	26	-0.4	-1	-2	i	-5	4	-1
C=CCN1C(=O)/C(=C/N(C)C)S/C1=N\S(=O)(=O)c1cccs1	-4	-2	4.3	-7	-2	i	-1	-1	-14
CC1CCCN(CCOCCOc2ccc(Br)cc2Cl)C1 (centres undefined)	-5	-8	-0.8	2	-3	i	-12	-1	-10
CC(C)n1nnnc1SCC(=O)NCc1ccc2c(c1)OCO2	-4	-10	0.0	-9	1	i	-2	-10	-11
O=C(N/N=C\c1ccc(S(=O)(=O)O)o1)c1ccc2c(c1)OCO2	-4	-6	3.3	3	1	i	-1	1	-13
Nc1cc(N)nc(SCC(=O)c2ccc3c(c2)NC(=O)CO3)n1	-1	-6	0.0	3	2	i	9	6	15
CC1(C)OC(=O)C2=C(C[C@@H](C3CCCCC3)O[C@@H]2c2ccc(Cl)cc2)O1	-1	23	0.6	5	.	.	-10	-1	.
Cc1ccc2c(c1)N(CC(=O)Nc1ccccc1F)C(=O)CO2	-2	-5	-2.7	-16	1	i	-2	-3	-3
O=C(Nc1nc(-c2ccccn2)cs1)c1ccc([N+](=O)[O-])o1	-1	12	0.5	4	-4	i	7	3	19
Cn1cc(SCC(=O)Nc2ccc3c(c2)OCO3)c2ccccc21	0	10	-1.1	11	4	i	2	0	13
Cc1ccc2nc(Cl)c(/C=N/n3c(C)nnc3C)cc2c1	-9	-5	-0.3	1	-1	i	1	4	-4
Cn1cnnc1SCC(=O)NCCC1=CCCCC1	-4	-12	0.9	3	3	i	-3	1	5
O=C(CSc1nnc(-c2ccncc2)n1Cc1ccco1)Nc1nc(-c2ccccc2)cs1	-1	4	-0.7	2	2	i	10	-2	-70
O=C1CCCC(O)=C1C1NCCc2ccccc21 (centres undefined)	1	-5	-1.0	6	4	i	-6	-2	18
C=CCn1c(N)c(-c2nc3ccccc3n2C)sc1=S	-4	-5	-0.2	-6	1	i	8	7	1
O=C(Nc1cccc(-c2cn3ccccc3n2)c1)c1cc2ccccc2oc1=O	-4	0	0.7	6	-1	i	116	5	-8
Nn1c(COc2ccccc2F)nnc1SCC(=O)NC1CCCC1	-6	-5	-0.1	9	1	i	-2	-2	-31
CC1CC1C(=O)Nc1nc(-c2cccs2)c(-c2cccs2)s1 (centres undefined)	3	9	0.2	-4	-3	i	2	-15	-39
Clc1ccc(Cl)c(OCc2cc(-c3ccccc3Cl)on2)c1	1	1	0.7	-2	-4	i	-3	3	0
CCN(CC)S(=O)(=O)c1cccc(-c2n[nH]c(=S)n2C)c1	-11	-7	1.4	-2	1	i	-5	2	-22
Cc1c(CC(=O)NCCCO)c(=O)oc2cc3c(cc12)CCC(C)(C)O3	-5	-3	4.1	2	1	i	-2	-1	3
CCOc1ccc(S(=O)(=O)NCCC(=O)NCCCSc2ccccc2)cc1	-4	11	-1.3	8	1	i	0	2	-4
CC1Nc2ncnc(N3CCc4ccccc4C3)c2N(Cc2ccc(Cl)cc2)C1=O (centres undefined)	-2	2	.	-54	2	+	14	-10	-42
Cc1ccc(S(=O)(=O)NCCc2ccccc2)cc1	-6	0	1.7	-4	3	i	4	1	23
Cc1[nH]nc(NCCO)c1[N+](=O)[O-]	-3	-6	2.9	-5	-1	i	-8	-2	8
Cc1nn(C)c(C)c1CNC(=O)c1nn2c(c1Cl)NC(c1cccs1)CC2C(F)(F)F (centres undefined)	1	-6	-0.8	1	2	i	3	-1	-5
CN(C)CC(=O)c1c(N)n(Cc2ccccc2)c(=O)n(C)c1=O	7	1	0.6	9	-3	i	5	1	10
COc1ccc(S(=O)(=O)N2CCCCCC2)cc1NC(=O)CN1C(=O)NC(C)(c2ccc(C)cc2)C1=O (centres undefined)	0	16	-0.8	-8	-1	i	4	-6	-81
CCOC(=O)c1cc(-c2ccccc2C)n(CC2CC(c3cccc([N+](=O)[O-])c3)=NO2)n1 (centres undefined)	0	42	0.3	6	0	i	-6	1	14
COc1ccc(C)cc1NS(=O)(=O)c1ccc(Cl)nc1	-3	11	-0.2	-11	-2	i	-5	-1	-3
Cc1cc(C)c(OCC(=O)OC(C)C(=O)NC2CC2)c(C)c1 (centres undefined)	-6	-4	1.8	-14	-3	i	1	-3	-1
COc1ccc2c(c1)C1NC(=S)NC(C)(O2)C1C(=O)Nc1ccc(C)cc1C (centres undefined)	-11	-8	2.6	15	5	i	-8	7	-92
O=C(Nc1ccccc1)c1ccc(-c2ccc(Br)cc2)o1	0	36	-0.1	-2	2	i	2	7	10
O=C(CCC(=O)Nc1ccc(Oc2ccccc2)cc1)NCCO	-4	-4	0.6	1	-1	i	0	-2	5
O=C(c1ccc(-c2ccccc2)cc1)N1CCN(c2ccc3c(c2)C2CC3CCN2C(=O)OCc2ccccc2)CC1 (centres undefined)	-4	21	1.5	7	2	i	113*	-3	14

# Three of the entries above in order of their number in MT1-MMP act inh, falling.
structure,MsrA act,MsrA inh,E coli Lon inh,Rin1-Abl PPI inh,Rpn11 inh,CSN deneddyl inh,MT1-MMP act inh,PABP1 MLLE inh
CN(C)CC(=O)c1c(N)n(Cc2ccccc2)c(=O)n(C)c1=O,7,0.6,9,-3,i,5,1,10
O=C(c1ccc(-c2ccccc2)cc1)N1CCN(c2ccc3c(c2)C2CC3CCN2C(=O)OCc2ccccc2)CC1 (centres undefined),-4,1.5,7,2,i,113*,-3,14
CC1Nc2ncnc(N3CCc4ccccc4C3)c2N(Cc2ccc(Cl)cc2)C1=O (centres undefined),-2,.,-54,2,+,14,-10,-42

# Carrying on.
Molecule	MsrA act	FAS TE block	MsrA inh	E coli Lon inh	Rin1-Abl PPI inh	Rpn11 inh	CSN deneddyl inh	MT1-MMP act inh	PABP1 MLLE inh
CC1CCC2(CC1)NC(=O)N(CC(=O)Nc1sc3c(c1C(N)=O)CCC3)C2=O (centres undefined)	-2	0	0.3	-29	-2	+	27	-13	-53
O=C(OCC(=O)N1CCc2ccccc21)c1c2c(nc3ccccc13)CCCCC2	-6	39	0.6	5	-5	i	-3	0	-8
CN(C(=O)c1cccc(NC(=O)Cc2ccc(NC(=O)C3CCN(C(=O)C4CCCC4)CC3)cc2)c1)C1CCC1	-6	-5	-1.1	-5	5	i	-2	-2	-9
CCOC(=O)C1(C)CCCN1C(=O)c1ccc(Cl)nc1 (centres undefined)	0	-6	2.3	-3	-2	i	1	1	0
Cn1c(=O)oc2cc(S(=O)(=O)NCCC(=O)NC3CCCc4ccccc43)ccc21 (centres undefined)	-1	8	0.0	3	2	i	-1	9	2
Cc1cc(C)c(C)c(OCCN2CC(C)OC(C)C2)c1 (centres undefined)	-4	-2	-1.6	2	-1	i	-3	1	2
CC(=O)NNC(=O)CCn1nnc(-c2ccc(Cl)cc2)n1	-5	-8	-0.5	-4	-2	i	-8	2	-15
Cc1cnc(NC(=O)C2CCCC2)s1	-3	-7	0.0	-11	1	i	2	0	11
O=C(N/N=C/c1cccc(O)c1)c1cc(-c2ccccc2)nc2ccccc12	-3	10	0.7	5	0	i	2	9	-7
COc1ccc([C@@H]2OC2(C(N)=O)C(N)=O)cc1	-8	-7	-1.3	0	3	i	-2	1	-19
CC(C)Oc1ccc(C(=O)Nc2cccc3cccnc23)cc1	-4	7	-0.4	-2	3	i	7	3	10

# Single records, from the list above. Screens in order: MsrA act | FAS TE block | MsrA inh | E coli Lon inh | Rin1-Abl PPI inh | Rpn11 inh | CSN deneddyl inh | MT1-MMP act inh | PABP1 MLLE inh
# CN(C(=O)c1cccc(NC(=O)Cc2ccc(NC(=O)C3CCN(C(=O)C4CCCC4)CC3)cc2)c1)C1CCC1 across the screens: -6 | -5 | -1.1 | -5 | 5 | i | -2 | -2 | -9
# Cn1c(=O)oc2cc(S(=O)(=O)NCCC(=O)NC3CCCc4ccccc43)ccc21 (centres undefined) across the screens: -1 | 8 | 0.0 | 3 | 2 | i | -1 | 9 | 2
